Bioassay records from PubChem BioAssay.
Shn3 3UTR inh = reduction of Shn3 3'UTR firefly luciferase signal, primary screen, Schnurri-3 inhibitor project, cell-based, Clone20 osteoblasts, set 2 | Clone20 osteoblast Shn3 3'UTR firefly luciferase, 24 h | actives 0.52% (n = 360,000) | AID 588674, 2011 | inhibition, % at 12.5 µM;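 active = mean inhibition of at least 75% with every replicate also reaching 75%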;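 also: 0% = median of neutral control wells and 100% = pilot-screen positive control compound; some compounds past the cut are filed as inactive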
MITF TRPM1 inh = inhibitors of MITF-dependent TRPM1 promoter reporter, primary screen, cell-based, SK-MEL-5, single point, luciferase. SK-MEL-5 TRPM1 promoter luciferase, 24 h. inhibition, % at 12.5 µM. actives 0.83% (n = 330,000);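 active = mean inhibition across replicates of 60% or more, whatever share of single replicates reaches that level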; also: values of inactives mirror those of a sister screen read the other way
Peg3 prom inh = Peg3 promoter-driven luciferase inhibitors, primary screen, cell-based, HeLa, luciferase luminescence. actives 1.7% (n = 360,000). inhibition, % at 20 µM. HeLa PEG-Prom luciferase reporter, overnight;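 active = inhibition of at least 50% at 20 µM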
C8 TRAIL sens = viability loss with TRAIL in NB7+C8 cells, primary screen, TRAIL sensitizer project, cell-based, ATPlite luminescence | actives 1% (n = 360,000) | inhibition (viability loss, TRAIL sensitization), % at 10 µM;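 active = compounds causing at least 50% loss of cell viability in the single-dose screen, relative to plate controls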
NR2E3 ag-1 = NR2E3 agonists in two-hybrid cells, primary screen, cell-based, luminescence, CHO-S, Gal4-NCOR/VP16-NR2E3; inhibition of corepressor binding, % at 3.98 µM; luciferase; actives 0.35% (n = 360,000); Photoreceptor-specific nuclear receptor (Homo sapiens), Q9Y5X4; AID 602229, 2012;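 active = inhibition above the mean of all tested compounds plus 3 SD, cut at about 70% in these data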;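 also: 0% = DMSO with NR2E3 transfected cells and 100% = cells lacking NR2E3 construct; higher means lower luciferase signal from less NR2E3 corepressor binding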
Target sequence (Q9Y5X4 whole entry, looked up, the tested form may be a part): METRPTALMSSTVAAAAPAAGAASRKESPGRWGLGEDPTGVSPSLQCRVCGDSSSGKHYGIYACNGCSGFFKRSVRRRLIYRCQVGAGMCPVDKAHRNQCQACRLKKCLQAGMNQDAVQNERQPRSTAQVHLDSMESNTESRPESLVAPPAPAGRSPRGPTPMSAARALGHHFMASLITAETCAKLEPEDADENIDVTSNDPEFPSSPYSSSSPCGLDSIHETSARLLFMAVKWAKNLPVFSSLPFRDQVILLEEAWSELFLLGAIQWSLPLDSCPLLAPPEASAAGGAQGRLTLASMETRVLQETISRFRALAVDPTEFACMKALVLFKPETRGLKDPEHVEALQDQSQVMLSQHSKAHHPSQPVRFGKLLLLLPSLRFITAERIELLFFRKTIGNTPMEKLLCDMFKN
TWEAK-Fn14 inh = inhibitors of TWEAK-Fn14 signaling, primary screen, luciferase reporter cells, uHTS. TWEAK-stimulated Fn14 reporter cells, luciferase luminescence, 8 h. inhibition, % at 10 µM. actives 2% (n = 360,000); in the data active = inhibition above about 50%
TROY NFkB inh = inhibitors of TROY-driven NF-kB signaling, primary screen, Q293 LMP1-TROYcd cells, NF-kB luciferase, uHTS; AID 1347056, 2019; actives 0.98% (n = 360,000); Q293 LMP1-TROYcd NF-kB luciferase reporter, 4 h; inhibition, % at 10 µM;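 active = compounds whose plate-normalised and pattern-corrected inhibition of the luciferase reporter signal at the single screening dose is 50% or more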
KKLEB cytotox = cytotoxicity in KKLEB CF airway cells, primary screen, cytotoxicity control for CF NF-kB inhibitor project, cell-based, uHTS, fluorescence assay plates; KKLEB CF airway cells viability, ATPlite luminescence, overnight; active compounds read low; cells stimulated with P. aeruginosa culture filtrate; activity change (cytotoxicity), % at 5 µM; actives 0.36% (n = 360,000);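 active = corrected activity change at or below -50% at 5 µM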
HIF-2a block = HIF-2a reporter inhibitors, primary screen, luminescence, 786-0 RCC cells; 786-0 RCC cells HIF-2a reporter, luciferase luminescence, overnight; inhibition, % at 18.8 µM; actives 0.72% (n = 360,000);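 active = inhibition of the luminescence signal of 40% or more relative to plate controls, in a single-dose primary screen at 18.75 µM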
NR2E3 ag-2 = inhibitors of NR2E3-RetCOR corepressor binding, primary screen, NR2E3 agonist project, biochemical, TR-FRET, GST-NR2E3, biotin-RetCOR. 1536-well. AID 2300, 2010. inhibition of corepressor binding, % at 4.78 µM. Photoreceptor-specific nuclear receptor (Homo sapiens), Q9Y5X4. actives 0.12% (n = 320,000);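 active = percent inhibition above the cutoff of mean plus 3 SD of all tested compounds, set per screening campaign, cut at about 20% in these data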;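 also: 0% = DMSO wells and 100% = biotin wells as full block of FRET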
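system = GST-tagged NR2E3 plus biotinylated RetCOR corepressor | input = 1.35 nM GST-NR2E3 | also added = 7 nM biotin-RetCOR | schedule = 5 h incubation at 4 °C | measured by = TR-FRET with europium anti-GST and streptavidin-D2, 340 nm excitation | read-out = percent loss of FRET ratio relative to control wells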
CF NFkB inh = inhibitors of PAF-induced NF-kB signaling, primary screen, cell-based, GFP fluorescence, uHTS; actives 0.86% (n = 360,000); KKLEB NF-kB-GFP reporter, GFP fluorescence overnight; AID 588850, 2011; inhibition, % at 5 µM;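 active = at least 50% inhibition at 5 µM, scaled per plate between neutral and stimulator controls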;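 also: PAF is a Pseudomonas aeruginosa culture filtrate used as stimulus; plate controls were PAF-stimulated DMSO wells for no effect and unstimulated DMSO wells for full effect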
Active calls of the source: *. The list is partial; count on the stated rates, not on these rows.

What do the screens show for `COc1ccc(C(=O)CCC(=O)Nc2cccc(Cl)c2)cc1`?
Shn3 3UTR inh: -11; MITF TRPM1 inh: -5; Peg3 prom inh: 5; C8 TRAIL sens: 14; NR2E3 ag-1: 27; TWEAK-Fn14 inh: 5; TROY NFkB inh: -3; KKLEB cytotox: -2; HIF-2a block: 17; NR2E3 ag-2: 4; CF NFkB inh: 6

How did CC(CCCC(C)(C)O)NC(=O)c1cc(COc2ccc3ncccc3c2)on1 (stereo not drawn) do in these assays?
Shn3 3UTR inh: 90*; MITF TRPM1 inh: 11; Peg3 prom inh: 7; C8 TRAIL sens: 14; NR2E3 ag-1: 62; TWEAK-Fn14 inh: 23; TROY NFkB inh: 17; KKLEB cytotox: -6; HIF-2a block: 11; NR2E3 ag-2: 0; CF NFkB inh: 17

What do the screens show for `CCNC(=O)C(=O)N/N=C/c1cc([N+](=O)[O-])ccc1O`?
Shn3 3UTR inh: 0; MITF TRPM1 inh: 12; Peg3 prom inh: 10; C8 TRAIL sens: 2; NR2E3 ag-1: -3; TWEAK-Fn14 inh: 0; TROY NFkB inh: 0; KKLEB cytotox: 4; HIF-2a block: 16; NR2E3 ag-2: 2; CF NFkB inh: 9

Results for C/C(=N\NS(=O)(=O)c1ccc([N+](=O)[O-])cc1)c1ccc2c(c1)OCO2 ?
Shn3 3UTR inh: -5; MITF TRPM1 inh: -1; Peg3 prom inh: 6; C8 TRAIL sens: -18; NR2E3 ag-1: -36; TWEAK-Fn14 inh: 16; TROY NFkB inh: -9; KKLEB cytotox: -4; HIF-2a block: -10; CF NFkB inh: 15

How did N#CC(C#N)=Cc1cn(-c2ncc(C(F)(F)F)cc2Cl)c2ccccc12 do in these assays?
Shn3 3UTR inh: -15; MITF TRPM1 inh: -7; Peg3 prom inh: 6; C8 TRAIL sens: 3; NR2E3 ag-1: -26; TWEAK-Fn14 inh: 31; TROY NFkB inh: -1; KKLEB cytotox: 5; HIF-2a block: 29; NR2E3 ag-2: -1; CF NFkB inh: 15

How did COc1ccc(NC(=O)c2ccc3nc(C)sc3c2)cc1 do in these assays?
Shn3 3UTR inh: -47; MITF TRPM1 inh: 0; Peg3 prom inh: -159; C8 TRAIL sens: -17; NR2E3 ag-1: -165; TWEAK-Fn14 inh: -1; TROY NFkB inh: -66; KKLEB cytotox: 17; HIF-2a block: -162; NR2E3 ag-2: 2; CF NFkB inh: 7

Results for CC1=C(C(=O)Nc2ccccc2C)C(c2ccccc2)NC(=O)N1 (stereo not drawn) ?
Shn3 3UTR inh: 7; Peg3 prom inh: 8; C8 TRAIL sens: -20; NR2E3 ag-1: -17; TWEAK-Fn14 inh: 7; TROY NFkB inh: -4; KKLEB cytotox: -2; HIF-2a block: 10; NR2E3 ag-2: 1; CF NFkB inh: -11

Results for Cc1cc(Br)cc(C)c1OCC(=O)NNC(=O)CCC(=O)NCc1ccccc1 ?
Shn3 3UTR inh: 1; MITF TRPM1 inh: 1; Peg3 prom inh: 2; C8 TRAIL sens: 8; NR2E3 ag-1: -29; TWEAK-Fn14 inh: -8; TROY NFkB inh: -5; KKLEB cytotox: 13; HIF-2a block: 6; NR2E3 ag-2: 1; CF NFkB inh: -11

What do the screens show for `COC(=O)CC(N)c1ccc(OC)c2ccccc12` (stereo not drawn)?
Shn3 3UTR inh: 14; MITF TRPM1 inh: 4; Peg3 prom inh: -3; C8 TRAIL sens: -3; NR2E3 ag-1: -18; TWEAK-Fn14 inh: -5; TROY NFkB inh: 4; KKLEB cytotox: -3; HIF-2a block: 11; NR2E3 ag-2: -1; CF NFkB inh: -2

How did CCOc1ccc(C(=O)CCc2nc3ccccc3s2)cc1 do in these assays?
Shn3 3UTR inh: -51; MITF TRPM1 inh: -21; Peg3 prom inh: -39; C8 TRAIL sens: 6; NR2E3 ag-1: -8; TWEAK-Fn14 inh: 46; TROY NFkB inh: 54*; KKLEB cytotox: 15; HIF-2a block: -176; NR2E3 ag-2: 1; CF NFkB inh: 0

How did CCOC(=O)c1cn(Cc2cccc(Cl)c2)c2cc(C)nn2c1=O do in these assays?
Shn3 3UTR inh: -26; MITF TRPM1 inh: 13; Peg3 prom inh: 9; C8 TRAIL sens: 0; NR2E3 ag-1: 6; TWEAK-Fn14 inh: 0; TROY NFkB inh: -6; KKLEB cytotox: -2; HIF-2a block: 16; NR2E3 ag-2: 0; CF NFkB inh: 4

Results for CC(=O)Nc1cccc(NC(=O)CSc2ccc(C(F)(F)F)cc2[N+](=O)[O-])c1 ?
Shn3 3UTR inh: 2; MITF TRPM1 inh: 6; Peg3 prom inh: -38; C8 TRAIL sens: 0; NR2E3 ag-1: -20; TWEAK-Fn14 inh: -1; TROY NFkB inh: -5; KKLEB cytotox: 1; HIF-2a block: -90; NR2E3 ag-2: 3; CF NFkB inh: 8

Results for C[C@@H]1CCCCO[C@@H](CN(C)S(C)(=O)=O)[C@@H](C)CN([C@H](C)CO)C(=O)c2cc(N(C)C)ccc2O1 ?
Shn3 3UTR inh: 1; Peg3 prom inh: 5; C8 TRAIL sens: -5; NR2E3 ag-1: -3; TWEAK-Fn14 inh: -20; TROY NFkB inh: 0; KKLEB cytotox: 4; HIF-2a block: 8; CF NFkB inh: -1

Results for Cc1[nH]n2c(=O)c(C#N)c(-c3ccccc3)nc2c1-c1ccccc1 ?
Shn3 3UTR inh: -26; MITF TRPM1 inh: 2; Peg3 prom inh: -7; C8 TRAIL sens: 9; NR2E3 ag-1: -19; TWEAK-Fn14 inh: 5; TROY NFkB inh: -8; KKLEB cytotox: 10; HIF-2a block: 15; NR2E3 ag-2: 4; CF NFkB inh: -6

Results for CC1=CC(=O)C=C/C1=C(/c1ccc(O)cc1C)c1ccccc1S(=O)(=O)O ?
Shn3 3UTR inh: -1; MITF TRPM1 inh: 9; Peg3 prom inh: 79*; C8 TRAIL sens: -3; NR2E3 ag-1: -4; TWEAK-Fn14 inh: 0; TROY NFkB inh: 9; KKLEB cytotox: 6; HIF-2a block: 9; NR2E3 ag-2: -4; CF NFkB inh: 28

What do the screens show for `COc1ccccc1CNC(=O)C1CCC(CNS(=O)(=O)c2ccc(NC(C)=O)cc2)CC1` (stereo not drawn)?
Shn3 3UTR inh: 1; MITF TRPM1 inh: 10; Peg3 prom inh: 9; C8 TRAIL sens: 6; NR2E3 ag-1: -12; TWEAK-Fn14 inh: 12; TROY NFkB inh: -14; KKLEB cytotox: -18; HIF-2a block: 11; NR2E3 ag-2: -1; CF NFkB inh: -9

How did CC(NC(=O)CCn1nc(-c2ccc(Cl)cc2)ccc1=O)c1ccccc1 (stereo not drawn) do in these assays?
Shn3 3UTR inh: -19; MITF TRPM1 inh: 9; Peg3 prom inh: 23; C8 TRAIL sens: 5; NR2E3 ag-1: -3; TWEAK-Fn14 inh: -10; TROY NFkB inh: -8; KKLEB cytotox: -10; HIF-2a block: 16; NR2E3 ag-2: -1; CF NFkB inh: 9

How did NS(=O)(=O)c1ccc(CCNC(=O)c2ccc(Cl)c(S(=O)(=O)N3CCCCC3)c2)cc1 do in these assays?
Shn3 3UTR inh: 11; MITF TRPM1 inh: 14; Peg3 prom inh: 22; C8 TRAIL sens: -2; NR2E3 ag-1: -38; TWEAK-Fn14 inh: 38; TROY NFkB inh: 9; KKLEB cytotox: -6; HIF-2a block: 18; CF NFkB inh: -10

Results for COC(=O)C(/C=N/OCc1ccc([N+](=O)[O-])cc1)NC(=O)c1cccc(Cl)c1 (stereo not drawn) ?
Shn3 3UTR inh: -13; MITF TRPM1 inh: 0; Peg3 prom inh: 15; C8 TRAIL sens: -3; NR2E3 ag-1: 2; TWEAK-Fn14 inh: -41; TROY NFkB inh: -7; KKLEB cytotox: -2; HIF-2a block: 7; NR2E3 ag-2: 2; CF NFkB inh: 9

What do the screens show for `Cc1cc(=S)cc(C)n1CCCn1ccnc1`?
Shn3 3UTR inh: 0; MITF TRPM1 inh: 2; Peg3 prom inh: 6; C8 TRAIL sens: 2; NR2E3 ag-1: 9; TWEAK-Fn14 inh: 7; TROY NFkB inh: -2; KKLEB cytotox: 4; HIF-2a block: 8; NR2E3 ag-2: -4; CF NFkB inh: -12

Results for COc1ccc(S(=O)(=O)NCCC(C)C)cc1OC ?
Shn3 3UTR inh: 11; MITF TRPM1 inh: 2; Peg3 prom inh: 14; C8 TRAIL sens: -4; NR2E3 ag-1: 1; TWEAK-Fn14 inh: -10; TROY NFkB inh: 10; KKLEB cytotox: -7; HIF-2a block: 18; NR2E3 ag-2: 0; CF NFkB inh: -9

How did N#Cc1ccc(Nc2nc(NCc3ccccc3)nc3ccsc23)cc1 do in these assays?
Shn3 3UTR inh: 16; Peg3 prom inh: -27; C8 TRAIL sens: 21; NR2E3 ag-1: -51; TWEAK-Fn14 inh: 8; TROY NFkB inh: -13; KKLEB cytotox: -32; HIF-2a block: -69; CF NFkB inh: 16

How did O=C(NCc1ccccc1)C1c2ccccc2Oc2ccccc21 do in these assays?
Shn3 3UTR inh: 14; MITF TRPM1 inh: 7; Peg3 prom inh: -1; C8 TRAIL sens: 0; NR2E3 ag-1: 15; TWEAK-Fn14 inh: 19; TROY NFkB inh: -19; KKLEB cytotox: 6; HIF-2a block: 6; NR2E3 ag-2: 1; CF NFkB inh: 12

Results for CCOc1ccc(NC(=O)c2cc(=O)[nH]c3ccccc23)cc1 ?
Shn3 3UTR inh: -5; MITF TRPM1 inh: 3; Peg3 prom inh: -10; C8 TRAIL sens: -11; NR2E3 ag-1: -20; TWEAK-Fn14 inh: -2; TROY NFkB inh: -4; KKLEB cytotox: 0; HIF-2a block: -1; CF NFkB inh: -4

Results for c1ccc2c(c1)OCCOCCOCCOCCOCCOc1ccccc1OCCOCCOCCO2 ?
Shn3 3UTR inh: 86*; MITF TRPM1 inh: 29; Peg3 prom inh: 29; C8 TRAIL sens: 20; NR2E3 ag-1: -10; TWEAK-Fn14 inh: 13; TROY NFkB inh: 18; KKLEB cytotox: 10; HIF-2a block: -10; NR2E3 ag-2: -4; CF NFkB inh: -2
